# NS5 inhibitors = Dengue-2 NS5 methyltransferase inhibitors, primary screen, biochemical, confirmation dose response (AID 588689); one-dose inhibition, % at 25 µM; IC50 in µM for titrated hits; hit rate 0.3% among 340,000; Dengue-2 NS5 methyltransferase capping enzyme assay, biochemical; higher % means a stronger effect; in the data active = a potency from the dose series; inconclusive = inhibition above about 29% without an active follow-up result
# XIAP antagonists = XIAP antagonists, biochemical, IAP family, fluorescence polarization (AID 1018) | XIAP BIR domain, fluorescence polarization peptide displacement; higher % means a stronger effect | displacement, % at 20 µM, or IC50 in µM where a hit was titrated | hit rate 0.007% among 200,000; in the data active = displacement above about 50%; note: a part of the inactive calls stands beside numbers as strong as those of hits
# Myeloid diff MLP = promotes myeloid progenitor differentiation | ER-HoxA9 myeloid progenitors, lysozyme-GFP differentiation, flow cytometry | calls only at 10 µM | hit rate 1% among 360,000 | AID 624256;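 active = normalized GFP-positive differentiation at or above the plate's own cutoff, the solvent-only control mean plus 3 SD; inconclusive = no clear call, values can overlap the other calls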;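 note: cells exposed to compound for four days before flow analysis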
# Lipid droplet = modulators of hepatic lipid droplet formation; AML12 mouse hepatocytes, oleate lipid droplets, BODIPY imaging; inhibition, % at 6.5 µM; hit rate 0.4% among 240,000;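 active = lipid droplet intensity inhibited by at least 50%, with more than 500 cells counted; inconclusive = wells with under 300 cells, treated as cytotoxic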
#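 Assay system: AML12 hepatocytes (mouse) / Also added: 100 µM oleic acid challenge / Times: overnight treatment with compound plus oleate / Detection: high-content imaging of BODIPY-stained droplets and DAPI nuclei / Evaluation: % inhibition of lipid droplet signal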
# LYP phosphatase = PTPN22 lymphoid phosphatase activity blockers – biochemical, fluorescence intensity, uHTS (AID 1779) | inhibition, % at 11.5 µM; hits with a dose series show IC50 in µM | recombinant LYP phosphatase, fluorescence intensity; higher % means a stronger effect | hit rate 0.054% among 290,000;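 note: plate controls were vehicle with enzyme for no effect and no enzyme for full effect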
# AID2073 = inhibitors of Mint1-CaV2.2 protein interaction, biochemical, HTRF (AID 2073). HTRF protein-protein interaction, Mint1-CaV2.2; higher % means a stronger effect. one-dose inhibition, % at 20 µM; IC50 in µM for titrated hits. hit rate 0.19% among 290,000; in the data active = inhibition mostly above about 51%, no sharp cut-off; inconclusive = no clear call, values can overlap the other calls; inactive = mostly below about 53%; note: some results filed as inactive read as strong as hits
# HEK293 NOD2/NF-kB = NOD2 signaling inhibitors, cell-based, luminescence, uHTS, HEK293 (AID 1566) | HEK293 NOD2/NF-kB luciferase reporter, luminescence; higher % means a stronger effect | one-dose inhibition, % at 4 µM; EC50 in µM for titrated hits | hit rate 0.63% among 290,000; note: many of its hits are not listed in these tables
# SIAH1 antagonists = Siah-1 peptide-binding antagonists, primary screen, biochemical, fluorescence polarization, rhodamine-plectin, uHTS (AID 1817); displacement, % at 20 µM; hits with a dose series show IC50 in µM; Siah-1 / rhodamine-plectin peptide fluorescence polarization; higher % means a stronger effect; hit rate 0.02% among 290,000;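 active = displacement of at least 50% at 20 µM, with a fluorescence ratio check between 0.3 and a set limit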;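 note: plate controls were Siah plus tracer with DMSO for no effect and tracer alone without Siah for full effect; strong numbers were not always called active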
# HIV peptide binding = inhibitors of HIV fusion peptide binding, primary screen, biochemical, uHTS, fluorescence dequenching (AID 1986). hit rate 0.3% among 290,000. cell-free peptide binding, fluorescence dequenching, 30 min; higher % means a stronger effect. inhibition, % at 20 µM, or IC50 in µM where a hit was titrated; in the data active = inhibition mostly above about 52%, no sharp cut-off; inactive = mostly below about 76%; note: some results filed as inactive read as strong as hits
# Lipid droplet cells 6.5 µM = also measured in Lipid droplet; calls as there; cell count; measured here: cell count, cytotoxicity flag;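 cells counted across two imaged fields per well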
# NS5 inhibitors pilot replicate = further read-out of NS5 inhibitors, marked with its call; inhibition, %; measured here: pilot screen replicate inhibition
# Myeloid diff MLP GFP+ MAC1+ % = further read-out of Myeloid diff MLP, marked with its call; GFP+ MAC1+ double positive, %; measured here: differentiation confirmed by MAC1 staining
# * hit, by the source's call; i = inactive; ? = inconclusive; nt = not tested or not shown. Cut-off read from the data, not from the text of the source, unless noted: active = inhibition above about 50%; inactive = the rest. An excerpt (hit frequency here may not be typical).
SMILES,NS5 inhibitors,XIAP antagonists,Myeloid diff MLP,Myeloid diff MLP GFP+ MAC1+ %,Lipid droplet,Lipid droplet cells 6.5 µM,LYP phosphatase,AID2073,HEK293 NOD2/NF-kB,SIAH1 antagonists,HIV peptide binding,others
CCn1c(=O)c(C(=O)NNC(=O)Cc2ccccc2)c(O)c2ccccc21,-5.8%,nt,i,0.3,7.4,767,-7.1%,8.0%,7.9%,1.7%,0.4%,
O=C(c1cnccn1)N1CCN(c2ccccc2F)CC1,1.1%,-1.1%,i,0.7,2.0,617,-5.5%,7.4%,-3.0%,-3.5%,-1.6%,
Cc1ccc(Nc2nc(-c3ccccc3)c(CC(=O)O)s2)cc1,-26.6%,-4.1%,i,0.2,-0.5,671,-1.5%,-2.6%,-58.7%,8.1%,10.6%,
O=C(NC(=O)c1cccc(OC(F)(F)C(F)F)c1)OC1CCS(=O)(=O)C1 (configuration not stated),-10.3%,-0.4%,i,2.1,10.9,716,-4.1%,-6.6%,7.2%,-2.5%,0.5%,NS5 inhibitors pilot replicate=-1.5
N=C(N)SCc1ccc(O)c([N+](=O)[O-])c1,25.2%,nt,i,0.4,-11.8,733,-2.0%,2.2%,15.8%,3.9%,-0.6%,
Cc1ccc(N(CC(=O)Nc2ccc3c(c2)OCCO3)S(=O)(=O)c2c(C)noc2C)cc1,1.6%,0.3%,i,1.3,nt,nt,-2.6%,1.9%,20.1%,1.8%,1.9%,
O=C(N/N=C/c1ccc(Sc2ccccn2)o1)c1cc2ccccc2cc1O,-0.8%,-32.2%,i,5.9,-4.1,604,4.1%,38.3%,-4.9%,1.6%,50.2%,
COc1ccc(S(=O)(=O)NCCc2nnc3ccc(SCc4cccnc4)nn23)cc1,0.8%,-4.5%,i,0.0,-10.7,623,-0.4%,-0.9%,-0.7%,8.0%,-1.1%,
O=C(COC(=O)c1cccs1)Nc1ccccc1,-2.1%,-3.1%,i,5.0,nt,nt,-12.0%,16.6%,6.0%,-6.5%,-2.2%,
CCOC(=O)c1c(NC(=O)Cn2nnc(-c3ccccc3Cl)n2)sc(C)c1C,-8.2%,-8.0%,i,1.7,nt,nt,8.9%,-0.3%,8.4%,-2.8%,0.2%,
COc1ccc(/C=N/NC(=O)C(Cc2c[nH]c3ccccc23)NC(=O)OCC(C)C)cc1[N+](=O)[O-] (configuration not stated),1.6%,-1.0%,i,1.1,nt,nt,4.6%,8.1%,-10.4%,-0.1%,-0.1%,
Cc1cc(Cl)ccc1C(=O)C1CCCN(C(=O)CCN2CCCO2)C1 (configuration not stated),0.0%,-4.2%,i,0.0,0.1,687,-9.9%,4.0%,25.1%,10.7%,-0.1%,
Cc1ccc(-c2cc3c(nn2)-c2ccccc2C3=O)cc1,0.0%,nt,i,0.3,24.2,742,-0.2%,-3.0%,-56.5%,5.0%,-3.3%,
CCc1cc2c(=O)c(-c3cnn(-c4ccccc4)c3)c(C)oc2cc1OCC(=O)Nc1cccc(C)c1,-2.5%,-2.9%,i,0.3,2.7,597,-13.0%,-6.3%,-41.7%,11.0%,2.2%,
O=C(c1ccco1)N(Cc1ccco1)Cc1cc2ccccc2[nH]c1=O,-4.1%,nt,i,2.0,-14.1,798,-3.2%,1.9%,21.6%,-5.2%,1.9%,
Cc1c(NC(=O)CN2CCC(C(N)=O)CC2)cccc1[N+](=O)[O-],-6.2%,-5.5%,i,0.2,-5.3,701,-7.0%,-1.4%,-4.8%,-1.1%,-1.2%,
CC(c1ccon1)N(C)Cc1cn[nH]c1-c1ccc(-c2ccccc2)cc1 (configuration not stated),-2.6%,-1.1%,i,0.3,-5.5,720,1.2%,13.3%,-14.6%,9.6%,0.5%,
CCOC(=O)C1CCCN(C(=O)CNC(=O)Cn2ccc3ccccc3c2=O)C1 (configuration not stated),1.6%,-3.7%,i,0.9,-0.3,640,-4.0%,0.2%,-9.8%,-1.0%,0.6%,
COc1ccccc1N1CCN(C(=O)CCc2nnc3ccc(N4CCOCC4)nn23)CC1,-4.4%,nt,i,8.7,-8.9,711,-8.0%,2.8%,17.9%,14.8%,-0.4%,
CCc1ccc(NC(=O)C2CCC(CNC(=O)[C@@H]3Cc4ccccc4CN3)CC2)cc1 (some centres not stated),7.2%,nt,i,7.8,24.2,737,-8.7%,8.7%,10.9%,4.0%,-1.3%,

# Fetched by compound from the list above:
SMILES,NS5 inhibitors,XIAP antagonists,Myeloid diff MLP,Myeloid diff MLP GFP+ MAC1+ %,Lipid droplet,Lipid droplet cells 6.5 µM,LYP phosphatase,AID2073,HEK293 NOD2/NF-kB,SIAH1 antagonists,HIV peptide binding,others
Cc1ccc(N(CC(=O)Nc2ccc3c(c2)OCCO3)S(=O)(=O)c2c(C)noc2C)cc1,1.6%,0.3%,i,1.3,nt,nt,-2.6%,1.9%,20.1%,1.8%,1.9%,
CC(c1ccon1)N(C)Cc1cn[nH]c1-c1ccc(-c2ccccc2)cc1 (configuration not stated),-2.6%,-1.1%,i,0.3,-5.5,720,1.2%,13.3%,-14.6%,9.6%,0.5%,
Cc1ccc(Nc2nc(-c3ccccc3)c(CC(=O)O)s2)cc1,-26.6%,-4.1%,i,0.2,-0.5,671,-1.5%,-2.6%,-58.7%,8.1%,10.6%,
O=C(COC(=O)c1cccs1)Nc1ccccc1,-2.1%,-3.1%,i,5.0,nt,nt,-12.0%,16.6%,6.0%,-6.5%,-2.2%,

# Molecules from the list above with an aryl thioether with sulfur outside any ring, in the order listed:
SMILES,NS5 inhibitors,XIAP antagonists,Myeloid diff MLP,Myeloid diff MLP GFP+ MAC1+ %,Lipid droplet,Lipid droplet cells 6.5 µM,LYP phosphatase,AID2073,HEK293 NOD2/NF-kB,SIAH1 antagonists,HIV peptide binding,others
O=C(N/N=C/c1ccc(Sc2ccccn2)o1)c1cc2ccccc2cc1O,-0.8%,-32.2%,i,5.9,-4.1,604,4.1%,38.3%,-4.9%,1.6%,50.2%,
COc1ccc(S(=O)(=O)NCCc2nnc3ccc(SCc4cccnc4)nn23)cc1,0.8%,-4.5%,i,0.0,-10.7,623,-0.4%,-0.9%,-0.7%,8.0%,-1.1%,

# Going on with the list:
SMILES,NS5 inhibitors,XIAP antagonists,Myeloid diff MLP,Myeloid diff MLP GFP+ MAC1+ %,Lipid droplet,Lipid droplet cells 6.5 µM,LYP phosphatase,AID2073,HEK293 NOD2/NF-kB,SIAH1 antagonists,HIV peptide binding,others
CC(=O)NCC(=O)NC1CCCc2c1cnn2-c1ccc(C(C)(C)C)cc1 (configuration not stated),0.8%,nt,i,2.6,11.8,818,-8.8%,-0.5%,7.0%,-3.1%,25.1%,
COc1ccccc1N1CCN(C(=O)c2c(C)noc2C)CC1,-11.5%,nt,i,0.6,10.8,708,-10.5%,42.8%,-0.4%,15.3%,1.4%,
O=C(NCCc1ccc(Cl)cc1)C1CCCN1C(=O)Nc1ccccc1 (configuration not stated),-12.4%,nt,i,0.4,-27.4,739,-9.2%,4.0%,13.4%,10.9%,-0.3%,
Cc1c(-n2c(-c3ccccc3)nc3ccccc3c2=O)c(=O)n(-c2ccccc2)n1C,-5.5%,-1.8%,i,0.4,-13.2,729,-11.5%,2.0%,18.1%,2.2%,1.1%,
COc1cccc(N2CCN(S(=O)(=O)c3cn(C)cn3)CC2)c1,23.6%,nt,?,nt,-27.8,767,-11.0%,11.4%,-11.5%,-5.4%,-1.2%,
O=C1Nc2ccccc2C(=O)N2[C@H](c3ccccc3)[C@@H]3C(=O)N(Cc4ccccc4)C(=O)[C@@H]3[C@H]12,-8.0%,nt,i,1.7,-0.2,770,-10.7%,-6.4%,26.4%,1.7%,1.5%,
Cc1ccc(C)c(Cn2nnc3c(=O)[nH]c(C(=O)NCc4ccco4)nc32)c1,0.0%,-2.3%,i,0.4,nt,nt,-2.5%,5.3%,-14.1%,2.6%,0.9%,
COc1ccc(C(=O)N/C(=C\c2ccco2)C(=O)NCCN2CCOCC2)cc1,-1.7%,nt,i,1.0,-2.6,824,-2.0%,13.6%,15.5%,-3.9%,-1.9%,
COc1cccc(C(=O)CSc2nc3ccccc3n2CC(=O)N2CCOCC2)c1,-1.6%,-3.7%,i,7.8,nt,nt,-8.1%,-3.6%,9.9%,0.4%,-0.8%,
Cc1ccccc1N1CCN(S(=O)(=O)c2ccc3oc(=O)ccc3c2)CC1,nt,-9.2%,i,1.4,-7.0,569,7.3%,-0.9%,-7.4%,-1.0%,-1.0%,
NC(=O)Cc1ccc(Nc2nnc(-c3ccc(O)cc3)c3ccccc23)cc1,-9.8%,-9.6%,i,0.2,6.1,652,0.8%,7.7%,16.5%,-3.5%,0.6%,
O=C(NCc1ccc(F)cc1)C1CCN(S(=O)(=O)c2cccnc2)CC1,4.4%,nt,?,nt,-7.8,653,-10.8%,-12.1%,-4.3%,-1.2%,-0.1%,
CC1CCCCC1NC(=O)Cn1cccc1C(=O)c1ccccc1 (configuration not stated),-3.9%,nt,i,3.8,4.6,697,-10.5%,2.9%,7.5%,-2.4%,-0.1%,
Cc1cccnc1NC1OC(=O)c2ccccc21 (configuration not stated),-3.2%,-1.9%,i,1.4,-7.6,733,-2.8%,-4.7%,3.5%,1.1%,-0.5%,
COc1ccc(CCN2CC(C(=O)N(C)Cc3ccccc3OC)CCC2=O)cc1 (configuration not stated),-0.8%,nt,i,0.9,6.5,677,-13.9%,12.3%,15.7%,-1.7%,-0.3%,
COc1ccc(C(=O)NCC2(c3ccc(OC)c(OC)c3)CCCC2)c(OC)c1,-3.9%,nt,i,0.2,-1.0,828,3.8%,5.1%,10.1%,-1.5%,-1.9%,
Cc1cccc2nc(=S)n(C(=O)c3ccco3)n12,2.4%,-2.3%,i,1.0,-12.7,726,-9.2%,-11.7%,-88.7%,-4.1%,-2.5%,
Cc1ccsc1/C=C1/SC(N2CC(C)OC(C)C2)=NC1=O (configuration not stated),-7.1%,-21.5%,i,0.9,2.5,640,-5.2%,-12.9%,3.5%,-2.6%,-0.7%,
COc1ccc(C(O)P(=O)(OC(C)C)c2ccc(N(C)C)cc2)c(OC)c1 (configuration not stated),7.2%,nt,i,0.4,0.2,718,-4.4%,14.5%,9.2%,14.1%,-0.1%,
O=C(c1ccc(Cl)c(S(=O)(=O)N2CCCCC2)c1)N1CCCCCC1,2.0%,nt,i,1.8,-6.7,684,-8.3%,16.2%,19.0%,2.4%,0.4%,

# Source: PubChem
